Tcruzi prolif = blocks T. cruzi growth in NIH3T3 culture; T. cruzi beta-gal in NIH3T3, GalScreen luminescence, 90 h; inhibition, % at 8.34 µM; 5.9% of 77,000 active; AID 624255;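 active = mean inhibition above about 93%, with at least 55% of replicates each passing it, limit read from the data, passing the limit was not always enough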
C diff growth = blocks growth of Clostridium difficile | Clostridium difficile clinical isolate growth, OD600, 24 h; hits give low values | growth activity, negative = inhibition, % at 16 µg/mL (by protocol) | 0.25% of 86,000 active | AID 1259249;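 active = mean growth activity at or below -80% and every replicate also at or below -80%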;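 also: 0% = DMSO wells and -100% = levofloxacin 16 µg/mL wells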
Pf Dd2 growth = blocks growth of Plasmodium falciparum Dd2 parasites | P. falciparum Dd2 growth, SYBR Green, 72 h; hits give low values | activity change, % at 10 µM | AID 1159554 | 2.3% of 94,000 active; in the data active = activity change below about -80%
GASC1 inh = inhibitors of human demethylase GASC-1 KDM4C | Q9H3R0 | inhibition, % at 12.5 µM | GST-KDM4C 2-372, H3K9me3 peptide, LANCE TR-FRET | 0.15% of 96,000 active;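 active = mean replicate inhibition above about 25%, with at least 55% of replicates also reaching it, limit read from the data, passing the limit was not always enough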
Target sequence (Q9H3R0 2-372 limits assumed): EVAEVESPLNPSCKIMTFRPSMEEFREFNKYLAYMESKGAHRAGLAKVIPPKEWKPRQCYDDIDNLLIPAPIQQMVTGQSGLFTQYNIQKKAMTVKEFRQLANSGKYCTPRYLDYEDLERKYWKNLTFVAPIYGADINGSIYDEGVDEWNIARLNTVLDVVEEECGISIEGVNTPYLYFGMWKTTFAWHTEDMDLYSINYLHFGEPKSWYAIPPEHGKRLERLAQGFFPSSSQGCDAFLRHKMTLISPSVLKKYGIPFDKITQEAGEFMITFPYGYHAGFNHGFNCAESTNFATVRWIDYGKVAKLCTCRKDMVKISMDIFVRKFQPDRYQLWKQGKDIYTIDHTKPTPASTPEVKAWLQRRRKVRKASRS
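System – N-terminal GST-fused human GASC-1 (KDM4C) fragment, residues 2-372 · Input – enzyme final amount 10 nM · Technique – LANCE TR-FRET, Eu antibody, ULight-streptavidin, EDTA, ex 340 nm, em 618/671 nm · Medium – HEPES buffer, pH 7.5, plus ascorbate · Incubation – enzyme reaction 30 min, then detection 60 min, both room temperature · Reagent – H3K9me3 peptide with Fe(II)/2OG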
An asterisk follows results filed as active; / = not tested or not shown; & = joins results of further samples. Rows were taken by chance; about 7.2% have a hit in one of these screens.

entry	structure	Tcruzi prolif	C diff growth	Pf Dd2 growth	GASC1 inh
1	O=C(Nc1ccccc1F)N1[C@@H]2CNC[C@H]1C2c1ccc(-c2ccccc2)cc1 (some centres undefined)	/	47&-10	-29&34	-0.7&0.1
2	COCC(=O)N1[C@H](C#N)[C@H](c2ccc(C#CCC3CCCC3)cc2)[C@H]1CO	88	-21	8	-3.1
3	C[C@@H]1CN([C@H](C)CO)C(=O)c2ccccc2-c2ccccc2CO[C@H]1CN(C)C(=O)Nc1ccc2c(c1)OCO2	2	-2	-17	0.7
4	C[C@H](CO)N1C[C@H](C)[C@H](CN(C)Cc2ccc3c(c2)OCO3)Oc2ccc(NS(C)(=O)=O)cc2C1=O	-14	1	11	0.5
5	Cc1noc(C)c1NC(=O)Nc1ccc2c(c1)C(=O)N([C@@H](C)CO)C[C@@H](C)[C@@H](CN(C)Cc1ccc(C(=O)Nc3ccccc3N)cc1)O2	70	/	-6	-0.2
6	C[C@H](CO)N1C[C@H](C)[C@H](CN(C)C(=O)Nc2ccc3c(c2)OCO3)Oc2cc(C3=CCCCC3)ccc2S1(=O)=O	/	4	-33	-0.9
7	C[C@H]1CN([C@@H](C)CO)C(=O)c2cccc(NC(=O)NC3CCCCC3)c2O[C@@H]1CN(C)S(=O)(=O)c1ccccc1	42	-3	-15	-0.8
8	CCCC#Cc1ccc([C@H]2[C@H](CO)N3CCCCN(CC4CC4)C[C@@H]23)cc1	98*	14	-46	/
9	C[C@@H]1CN([C@H](C)CO)C(=O)CCCn2cc(nn2)CO[C@H]1CN(C)S(=O)(=O)c1ccccc1	-38	/	-2	0.1
10	C[C@@H]1CN([C@@H](C)CO)C(=O)c2cc(NS(C)(=O)=O)ccc2O[C@@H](C)CCCCO[C@H]1CN(C)C(=O)c1ccncc1	18	1	23	0.6
11	CNC(=O)C[C@H]1CC[C@@H]2[C@@H](COc3ccc(NC(=O)Nc4ccccc4OC)cc3C(=O)N2C)O1	18	-1	-1	-1.4
12	C[C@@H]1CN([C@H](C)CO)C(=O)c2cc(C#CCN(C)C)cnc2O[C@@H]1CN(C)C(=O)c1cccnc1	-19	-2	-24	4.1
13	O=C(CC(F)(F)F)N1C[C@@H]2[C@H](c3ccccc31)[C@@H](CO)N2CC1CCCCC1	-8	-4	0	3.2
14	O=C(NCC1CCCCC1)[C@@H]1[C@@H](CO)[C@@H]2Cn3c(cccc3=O)[C@H]1N2CCc1ccccc1	34	-1	/	-1.3
15	C[C@H](CO)N1C[C@H](C)[C@@H](CN(C)C(=O)Nc2ccc3c(c2)OCO3)Oc2ccc(NC(=O)NC3CCCCC3)cc2C1=O	-31	-1	32	-0.5
16	Cc1noc(C)c1S(=O)(=O)N(C)C[C@H]1OCCCC[C@@H](C)Oc2ccc(NC(=O)Nc3ccc4c(c3)OCO4)cc2C(=O)N([C@@H](C)CO)C[C@@H]1C	82	-7	-86*	-0.1
17	C[C@@H]1CN([C@@H](C)CO)C(=O)c2cccc(NC(=O)Nc3ccccc3)c2O[C@H]1CN(C)S(=O)(=O)c1cn(C)cn1	30	-1	-33	1.7
18	Cc1noc(C)c1NC(=O)Nc1ccc2c(c1)C(=O)N([C@@H](C)CO)C[C@H](C)[C@H](CN(C)C(=O)Nc1ccc3c(c1)OCO3)OCCCC[C@H](C)O2	9	-1	-10	-0.6
19	C[C@@H]1CCCCO[C@H](CN(C)C(=O)Cc2ccccc2)[C@@H](C)CN([C@@H](C)CO)C(=O)c2cc(N(C)C)ccc2O1	97*	-6	-22	-0.1
20	C[C@@H]1CCCCO[C@H](CN(C)Cc2ccccc2)[C@@H](C)CN([C@H](C)CO)C(=O)c2cc(NS(=O)(=O)c3cccs3)ccc2O1	/	/	4	-1.8

A second format for some results above:
11) CNC(=O)C[C@H]1CC[C@@H]2[C@@H](COc3ccc(NC(=O)Nc4ccccc4OC)cc3C(=O)N2C)O1
- Tcruzi prolif: 18
- C diff growth: -1
- Pf Dd2 growth: -1
- GASC1 inh: -1.4
16) Cc1noc(C)c1S(=O)(=O)N(C)C[C@H]1OCCCC[C@@H](C)Oc2ccc(NC(=O)Nc3ccc4c(c3)OCO4)cc2C(=O)N([C@@H](C)CO)C[C@@H]1C
- Tcruzi prolif: 82
- C diff growth: -7
- Pf Dd2 growth: -86*
- GASC1 inh: -0.1
12) C[C@@H]1CN([C@H](C)CO)C(=O)c2cc(C#CCN(C)C)cnc2O[C@@H]1CN(C)C(=O)c1cccnc1
- Tcruzi prolif: -19
- C diff growth: -2
- Pf Dd2 growth: -24
- GASC1 inh: 4.1

(listing goes on)
entry	structure	Tcruzi prolif	C diff growth	Pf Dd2 growth	GASC1 inh
21	CCc1cnc(N2[C@H](C#N)[C@H](c3ccc(C#Cc4ccccc4F)cc3)[C@H]2CO)s1	100*	4	-53	-0.1
22	COCC#Cc1ccc2c(c1)O[C@H](CN(C)C(=O)c1ccccc1F)[C@@H](C)CN([C@@H](C)CO)S2(=O)=O	27	-1	-36	-0.9
23	CO[C@H]1CN(C)C(=O)c2ccc(NC(=O)c3nc4ccccc4s3)cc2OC[C@@H](C)NC[C@H]1C	-3	/	-26	-0.8
24	O=C(C[C@@H]1CC[C@H](NC(=O)CN2CCOCC2)[C@@H](CO)O1)NCc1cccc(F)c1	11	/	16	-0.5
25	O=C(Cc1ccncc1)Nc1ccc2c(c1)[C@@H]1C[C@H](CC(=O)N3CCCCC3)O[C@H](CO)[C@@H]1O2	14	-1	15	0.5
26	C[C@@H]1CN([C@@H](C)CO)C(=O)c2cc(C#CC3(O)CCCC3)cnc2O[C@@H]1CN(C)CC1CC1	-31	1	16	2.0
27	CN1C(=O)c2cc(NS(=O)(=O)c3ccccc3Cl)ccc2OC[C@H]2O[C@H](CC(=O)O)CC[C@H]21	-11	-3	6	0.4
28	CC(C)CC#Cc1ccc2c(c1)O[C@@H](CN(C)Cc1ccncc1)[C@@H](C)CN([C@@H](C)CO)S2(=O)=O	122*	11	-68	6.1
29	CN1C(=O)c2cc(NC(=O)Nc3ccccc3)ccc2OC[C@@H]2O[C@H](CC(=O)O)CC[C@H]21	-23	/	/	-1.1
30	C[C@@H]1CCCCO[C@H](CN(C)C(=O)CCCN(C)C)[C@@H](C)CN([C@H](C)CO)C(=O)c2cc(N(C)C)ccc2O1	80	1	-2	2.2
31	O=C(C[C@H]1CC[C@H](NS(=O)(=O)c2ccccc2)[C@@H](CO)O1)NCCN1CCCCC1	49	5	15	-0.9
32	COCC#Cc1ccc2c(c1)O[C@@H](CN(C)S(=O)(=O)c1cccc(F)c1)[C@@H](C)CN([C@@H](C)CO)S2(=O)=O	56	2	-73	-0.8
33	Cc1ccc(OC(=O)N(C)C[C@@H]2OCc3ccccc3-c3ccccc3C(=O)N([C@@H](C)CO)C[C@H]2C)cc1	25	/	-10	-1.2
34	CCCC(=O)Nc1ccc2c(c1)OC[C@H](C)N(C(=O)CN(C)C)C[C@H](C)[C@@H](OC)CN(C)C2=O	25	/	20	0.4
35	COc1ccc2c3c(n(C)c2c1)[C@@H](CO)N(C(=O)CN(C)C)CC31CN(Cc2nccs2)C1	/	1	-6	-0.2
36	CC(C)NC(=O)Nc1cccc2c1O[C@@H](CN(C)S(=O)(=O)c1ccccc1)[C@@H](C)CN([C@H](C)CO)C2=O	62	-2	-5	-0.4
37	COc1cccc(C#Cc2cnc3c(c2)C(=O)N([C@@H](C)CO)C[C@H](C)[C@H](CN(C)C)O3)c1	86	11	-43	0.6
38	C[C@H](CO)N1C[C@H](C)[C@@H](CN(C)S(=O)(=O)c2ccccc2)Oc2ccc(NC(=O)Nc3cccc4ccccc34)cc2CC1=O	20	5	7	0.4
39	COc1cccc(S(=O)(=O)Nc2ccc3c(c2)C(=O)N(C)C[C@H](OC)[C@H](C)CN(C(=O)Cc2cccnc2)[C@H](C)CO3)c1	/	/	-5	-1.1
40	C[C@H]1CN([C@@H](C)CO)S(=O)(=O)c2ccc(C3=CCCC3)cc2O[C@@H]1CN(C)C(=O)C1CCC1	43	-26	-27	4.6
41	CC(C)NC(=O)N(C)C[C@H]1Oc2ccc(NS(C)(=O)=O)cc2C(=O)N([C@@H](C)CO)C[C@@H]1C	34	3	-7	0.4
42	C[C@@H]1CN([C@H](C)CO)S(=O)(=O)c2ccc(C#CCN(C)C)cc2O[C@H]1CN(C)C(=O)Nc1ccccc1F	-60	/	-43	1.3
43	CN1C(=O)c2cc(NC(=O)C3CCOCC3)ccc2OC[C@@H]2O[C@H](CC(=O)NC3CCCC3)CC[C@H]21	23	-6	8	-1.0
44	C[C@H](O)C#Cc1ccc2c(c1)O[C@H](CN(C)CC1CCCCC1)[C@H](C)CN([C@H](C)CO)S2(=O)=O	/	-3	-47	-1.3
45	O=C(c1cccnc1)N1C[C@@H]2[C@H](c3ccccc31)[C@@H](CO)N2C(=O)C1CCOCC1	36	2	-4	7.5
46	CO[C@@H]1CN(C)C(=O)c2cc(NC(=O)c3cnccn3)ccc2OC[C@@H](C)N(CCC(F)(F)F)C[C@H]1C	16	-1	12	1.2
47	CO[C@@H]1CN(C)C(=O)c2ccc(NC(=O)C3CCC3)cc2OC[C@H](C)N(C(=O)NC(C)C)C[C@H]1C	10	3	5	0.4
48	C[C@@H]1CCCCO[C@H](CN(C)S(=O)(=O)c2ccc(F)cc2)[C@@H](C)CN([C@H](C)CO)C(=O)c2cc(NC(=O)CCCCCC(=O)Nc3ccccc3N)ccc2O1	46	-7	-57	-1.0
49	CNC[C@@H]1Oc2c(NC(=O)NC3CCCCC3)cccc2C(=O)N([C@H](C)CO)C[C@@H]1C	20	-1	17	-3.1
50	CO[C@@H]1CN(C)C(=O)c2ccc(NC(=O)C3CCOCC3)cc2OC[C@@H](C)NC[C@@H]1C	38	/	38	0.3
51	C[C@@H]1CN([C@@H](C)CO)C(=O)c2cc(NS(=O)(=O)c3cn(C)cn3)ccc2O[C@@H]1CN(C)C(=O)Nc1ccc2c(c1)OCO2	33	/	3	-1.1
52	COCC#Cc1ccc2c(c1)O[C@@H](CN(C)Cc1cncnc1)[C@H](C)CN([C@H](C)CO)S2(=O)=O	-22	1	-12	-0.7
53	Cc1noc(C)c1NC(=O)N1C[C@@H](O)COC[C@H]2O[C@@H](CC(=O)NCC3CCCCC3)CC[C@@H]21	37	1	4	1.1
54	C[C@H]1CN([C@@H](C)CO)C(=O)Cc2cc(NS(C)(=O)=O)ccc2O[C@H]1CN(C)C(=O)Nc1ccc2c(c1)OCO2	14	-6	5	-1.3
55	COc1cccc(S(=O)(=O)Nc2ccc3c(c2)C(=O)N(C)C[C@H](OC)[C@@H](C)CN(Cc2ccccc2F)[C@@H](C)CO3)c1	/	/	-28	-2.6
56	CCNC(=O)[C@H]1[C@H](CO)[C@H]2Cn3c(ccc(-c4ccccc4)c3=O)[C@H]2N1Cc1ccccn1	11	-4	-1	7.8
57	C[C@H](CO)N1C[C@H](C)[C@H](CN(C)S(=O)(=O)c2ccccc2)Oc2c(NC(=O)C3CC3)cccc2C1=O	-39	3	9	1.9
58	Cc1noc(C)c1S(=O)(=O)N(C)C[C@@H]1Oc2c(NC(=O)C3CCOCC3)cccc2C(=O)N([C@@H](C)CO)C[C@@H]1C	4	/	25	19
59	C[C@@H]1CN([C@@H](C)CO)C(=O)Cc2cc(NC(=O)CCCN(C)C)ccc2O[C@@H]1CN(C)CC1CCCCC1	-5	-5	-3	0.5
60	C[C@@H]1CN([C@@H](C)CO)C(=O)Cc2cc(NC(=O)c3ccncc3)ccc2O[C@@H]1CN(C)Cc1ccccc1	41	0	-21	2.4
61	C[C@H]1CN([C@@H](C)CO)C(=O)c2cccc(NC(=O)CCCCCC(=O)Nc3ccccc3N)c2O[C@H]1CN(C)Cc1ccc(Cl)c(Cl)c1	/	3	-88*	-2.3
62	C[C@@H]1CN([C@@H](C)CO)C(=O)CCCn2cc(nn2)CO[C@@H]1CN(C)C(=O)Nc1ccc2c(c1)OCO2	12	4	-4	3.9
63	N#Cc1cccc(-c2ccc3c(c2)[C@@H]2[C@@H](CCN2S(=O)(=O)c2ccccc2F)[C@H](CO)N3)c1	108*	-1	23	-3.1
64	Cc1cccc(-c2ccc([C@@H]3[C@@H](CO)N4CCCCN(C(=O)c5ccc6c(c5)OCO6)C[C@H]34)cc2)c1	106*	0	3	-1.3

High-throughput results from PubChem.
